# beta cell repl: inducers of MIN6 beta-cell proliferation, primary screen, ATP luminescence, uHTS | MIN6 cells proliferation, ATPlite luminescence, 48 h; cells starved in 0.2% serum; 100% = growth in 10% serum | proliferation, % at 10 µM | 0.29% of 330,000 active | AID 2380, 2010;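 active = compounds whose signal lies at least 3.5 SD above the mean of all wells on their plate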;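 also: 0% = DMSO-treated cells in low-serum medium and 100% = 10% serum control; some compounds called inactive have numbers as strong as hits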
# mIAP inh: inhibitors of mouse IAP, primary screen, biochemical, luminescence, uHTS. purified mouse IAP, CDP-Star luminescence, 30 min. inhibition, % at 10 µM. 0.2% of 330,000 active;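 active = inhibition of at least 40% at 10 µM in the primary screen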;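 also: plate controls were DMSO with enzyme for no effect and no enzyme wells for full effect; values of inactives mirror those of a sister screen read the other way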
# A3A deaminase: APOBEC3A ssDNA deaminase inhibitors, primary screen, selectivity assay for APOBEC3G inhibitor project, biochemical, FAM/TAMRA oligo cleavage fluorescence; AID 493011, 2011; recombinant A3A, FAM/TAMRA ssDNA deamination fluorescence; 0.41% of 330,000 active; DNA dC->dU-editing enzyme APOBEC-3A (Homo sapiens), P31941; inhibition, % at 20 µM;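 active = at least 40% inhibition at 20 µM here, with at most 30% in a related deaminase screen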;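 also: plate controls were A3A with DMSO for no effect and wells lacking A3A enzyme for full effect; some results filed as inactive read as strong as hits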
# Target sequence (P31941 whole entry, looked up): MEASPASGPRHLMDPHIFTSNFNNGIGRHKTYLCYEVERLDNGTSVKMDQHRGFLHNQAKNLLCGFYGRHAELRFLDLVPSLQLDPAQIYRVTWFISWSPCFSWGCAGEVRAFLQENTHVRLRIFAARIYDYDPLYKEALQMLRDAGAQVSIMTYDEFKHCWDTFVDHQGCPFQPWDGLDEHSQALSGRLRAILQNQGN
# hIAP block: human IAP inhibitors, primary screen, biochemical, luminescence, uHTS. inhibition, % at 10 µM. purified IAP, CDP-Star luminescence, 30 min. Intestinal-type alkaline phosphatase (Homo sapiens), P09923. 0.12% of 330,000 active;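 active = inhibition reaching a set limit with compound at 10 µM in the primary screen, cut at about 35% in these data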;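 also: plate controls were DMSO wells with enzyme for no effect and no-enzyme buffer wells for full effect; values of inactives mirror those of a sister screen read the other way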
# Target sequence (P09923 whole entry, looked up): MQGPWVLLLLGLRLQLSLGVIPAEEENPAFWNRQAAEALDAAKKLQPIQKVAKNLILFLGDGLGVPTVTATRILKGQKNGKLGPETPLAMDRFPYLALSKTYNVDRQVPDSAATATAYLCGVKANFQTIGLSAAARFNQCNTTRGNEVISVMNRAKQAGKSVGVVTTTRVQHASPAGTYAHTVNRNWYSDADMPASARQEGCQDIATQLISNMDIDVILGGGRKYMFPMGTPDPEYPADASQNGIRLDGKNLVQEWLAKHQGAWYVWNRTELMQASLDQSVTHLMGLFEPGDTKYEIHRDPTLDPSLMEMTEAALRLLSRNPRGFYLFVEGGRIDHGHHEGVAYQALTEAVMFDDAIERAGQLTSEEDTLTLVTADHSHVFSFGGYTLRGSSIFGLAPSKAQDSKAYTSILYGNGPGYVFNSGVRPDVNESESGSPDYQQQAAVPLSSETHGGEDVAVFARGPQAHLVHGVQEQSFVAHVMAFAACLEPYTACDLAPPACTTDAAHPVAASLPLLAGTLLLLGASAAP
# tim10-1 inh: growth inhibitors of tim10-1 mutant yeast, primary screen, luminescence, uHTS; S. cerevisiae tim10-1 ts strain growth, BacTiter-Glo, 24 h; inhibition, % at 20 µM; 2.2% of 330,000 active; AID 463190, 2010;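 active = inhibition of at least 40%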;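 also: mutant grown at 25 °C; 0% = DMSO wells with yeast and 100% = wells holding no yeast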
# NALP3 yeast inh: NALP3 inflammasome inhibitors in reconstituted yeast, primary screen, luminescence, uHTS | Yeast reconstituted NLRP3/ASC/caspase-1, beta-gal luminescence, 24 h | inhibition, % at 10 µM | 0.39% of 330,000 active | AID 2825, 2010;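 active = inhibition of 50% or more; inactive = inhibition below 50%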;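 also: plate controls were induced DMSO wells for no effect and uninduced yeast grown without galactose for full effect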
# APOBEC3G inh: APOBEC3G DNA deaminase inhibitors, primary screen, biochemical, fluorescence, single-stranded DNA substrate, uHTS; inhibition, % at 20 µM; recombinant A3G, ssDNA deamination FAM/TAMRA fluorescence; 0.28% of 330,000 active; AID 493012, 2011; DNA dC->dU-editing enzyme APOBEC-3G (Homo sapiens), Q9HC16;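 active = inhibition of at least 40% at 20 µM, with no more than 30% in the related APOBEC3A deaminase screen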;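 also: plate controls were DMSO wells with A3G for no effect and wells lacking A3G enzyme for full effect; some compounds called inactive have numbers as strong as hits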
# Target sequence (Q9HC16 whole entry, looked up): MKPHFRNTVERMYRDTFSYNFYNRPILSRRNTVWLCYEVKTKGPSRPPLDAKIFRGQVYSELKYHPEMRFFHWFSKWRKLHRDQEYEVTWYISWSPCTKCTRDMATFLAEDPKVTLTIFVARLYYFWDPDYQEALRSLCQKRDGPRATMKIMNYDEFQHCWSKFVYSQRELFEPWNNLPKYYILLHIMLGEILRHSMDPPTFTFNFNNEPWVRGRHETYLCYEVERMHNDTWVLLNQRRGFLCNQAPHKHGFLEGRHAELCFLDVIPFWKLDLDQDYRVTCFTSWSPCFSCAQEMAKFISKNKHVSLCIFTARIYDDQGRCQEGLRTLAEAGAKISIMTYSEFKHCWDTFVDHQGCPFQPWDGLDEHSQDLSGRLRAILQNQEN
# TIM10 inh: growth inhibitors of isogenic TIM10 control yeast, primary screen, counter-screen for tim10-1 yeast inhibitor project, luminescence, uHTS. S. cerevisiae TIM10 strain growth, BacTiter-Glo luminescence, 24 h. inhibition, % at 10 µM. 1.4% of 330,000 active. AID 463195, 2010;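 active = inhibition of 40% or more at the single tested concentration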;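 also: wild-type TIM10 isogenic control strain grown at permissive 25 °C; 0% = DMSO yeast wells and 100% = minimal medium wells without yeast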
# mIAP activ: activators of mouse IAP, primary screen, biochemical, luminescence, uHTS | intestinal alkaline phosphatase [Mus musculus] | muIAP, CDP-Star luminescence, 30 min; stronger effect = higher value; 1 = vehicle-only enzyme signal, 0 = enzyme-free wells | activation factor at 10 µM | 0.24% of 330,000 active;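 active = activation factor of at least 2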; also: the source names both 10 and 20 µM as test concentration; values of inactives mirror those of a sister screen read the other way
#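 Assay system: mouse IAP enzyme; reagent: chemiluminescent substrate CDP-Star; dosing: test compounds delivered from DMSO solution; schedule: 30 min at room temperature; measured by: luminescence from enzymatic CDP-Star hydrolysis; controls: DMSO-only wells and no-enzyme negative control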
# Numbers without * were called inactive.
SMILES,beta cell repl,mIAP inh,A3A deaminase,hIAP block,tim10-1 inh,NALP3 yeast inh,APOBEC3G inh,TIM10 inh,mIAP activ
Cc1ccc(NC(=O)c2cnc(SCC(=O)NCC3CCCO3)n(C)c2=O)cc1C (stereo not given),-7,2,-3,-15,32,4,-9,15,0.98
O=C(CSc1nnc(-c2ccc3c(c2)OCCO3)o1)NC1CCCCC1,-4,-14,-7,-6,14,13,2,-9,1.1
Cc1ccc(S(=O)(=O)NCC(=O)N2CCC(C)CC2)cc1,0,10,-3,28,21,10,-8,10,0.9
CCCSc1ccc([C@H]2N[C@@](Cc3ccccc3)(C(=O)OC)[C@H]3C(=O)N(CC)C(=O)[C@@H]23)cc1,0,0,-5,15,13,13,-5,25,1
COc1cnc(-c2ccccc2)c(-c2ccccc2)n1,1,-4,-1,-6,6,15,-11,13,1
CC(OC(=O)/C=C/c1ccco1)C(=O)NC1CCCCC1C (stereo not given),-1,3,-1,2,15,19,-3,10,0.97
CC(C(=O)NCCN1CCOCC1)c1ccc([N+](=O)[O-])cc1 (stereo not given),-3,-8,-1,-8,-1,-1,-5,-4,1.1
COc1cc(NC(=O)c2cccs2)c(OC)cc1NC(=O)CCC(=O)Nc1ccc2ncccc2c1,-4,1,2,-7,-6,2,2,-9,0.99
COc1ccc(C2=COc3ccccc3C(=O)N2)cc1,0,10,-1,11,11,32,-5,8,0.9
CCN1CCN(C(=O)CN(CC)S(=O)(=O)c2ccc(Cl)cc2)CC1,-1,7,3,-4,0,-11,-12,-3,0.93
COc1c(N)c2ccccc2[nH]c1=O,-2,-8,3,-21,-2,14,1,-17,1.1
O=C(Nc1nc(-c2ccc(S(=O)(=O)N3CCCC3)cc2)cs1)C1COc2ccccc2O1 (stereo not given),-1,13,-5,-27,20,12,-6,22,0.87
Cc1ccc(CN=C2NC(=O)C(CC(=O)NCCc3ccccc3)S2)cc1 (stereo not given),1,1,4,-16,14,9,-6,5,0.99
COc1cc(C(c2c(C)[nH][nH]c2=O)c2c(C)[nH][nH]c2=O)ccc1OCc1ccc([N+](=O)[O-])cc1,-5,3,0,-32,57*,12,-8,26,0.97
CCc1ccc(NC(=O)Cn2nc(C)c([N+](=O)[O-])c2C)cc1,-1,-3,5,-2,2,12,1,3,1
COc1cc2c(cc1O)CC[C@@H]1[C@@H]2CC[C@]2(C)[C@@H](O)CC[C@@H]12,-4,6,7,-11,14,47,-8,1,0.94
CCN(CC)CCNCc1cc(Br)ccc1OCC(=O)NCc1ccccc1,-1,6,2,5,0,13,-4,-5,0.94
CC1(C(=O)O)COC(c2ccc([N+](=O)[O-])cc2)OC1 (stereo not given),-2,-8,1,3,1,-7,-1,0,1.1
CC(=O)NN1C(=O)/C(=C\c2ccc(O)cc2)SC1=S,0,28,-3,32,1,15,-7,5,0.72
O=C(NCCCN1CCOCC1)c1cc(-c2ccco2)nc2ccccc12,0,18,14,4,-12,6,23,-15,0.82
C=CCN1c2ccccc2[C@]23C[C@@H](C(=O)OC)N(C(C)=O)C2=NC(C(=O)OC)=C(C(=O)OC)[C@H]13,-4,-5,-6,7,9,-2,-13,7,1.1
CCN(CC(=O)Nc1ccc(C)c(F)c1)CC(=O)NC(C)C,-1,-13,8,0,5,-2,-3,9,1.1
CN1C(=O)CC(c2ccccc2)C1=O (stereo not given),-1,-4,2,-14,4,11,-1,-2,1
Cc1ccc(NC(=O)CSCC(=O)N(C)Cc2ccc(Cl)c(Cl)c2)cc1,-3,1,-4,10,18,25,-6,6,0.99
O=C(COC(=O)c1c2ccccc2cc2ccccc12)Nc1ncc(C(F)(F)F)cc1Cl,-2,-5,-3,2,-3,-14,-5,8,1
Cc1ccc(-c2ccc(=O)n(CC(=O)Nc3cccc(C(=O)N4CCN(C)CC4)c3)n2)cc1,-4,-9,2,7,2,2,-2,-10,1.1
Cc1ccc(S(=O)(=O)N(C)C)cc1NC(=O)Nc1ccccc1F,-2,-58,1,-43,-10,3,-3,14,1.6
CCN(CC)C(=O)CN(C)S(=O)(=O)c1cccc2nsnc12,0,1,-2,-8,11,6,-5,-10,0.99
C=CCN1CCN(C(=O)CSc2ccccc2)CC1,-3,-10,1,0,0,24,5,4,1.1
CC(C)NC(=O)CC(=O)N/N=C/c1ccccc1F,-2,1,-1,3,-20,5,-8,-5,0.99

# One compound at a time, as listed above. Screens in order: beta cell repl | mIAP inh | A3A deaminase | hIAP block | tim10-1 inh | NALP3 yeast inh | APOBEC3G inh | TIM10 inh | mIAP activ
# `Cc1ccc(-c2ccc(=O)n(CC(=O)Nc3cccc(C(=O)N4CCN(C)CC4)c3)n2)cc1` in the list: -4 | -9 | 2 | 7 | 2 | 2 | -2 | -10 | 1.1
# `CCN(CC(=O)Nc1ccc(C)c(F)c1)CC(=O)NC(C)C` in the list: -1 | -13 | 8 | 0 | 5 | -2 | -3 | 9 | 1.1
# `CC(C)NC(=O)CC(=O)N/N=C/c1ccccc1F` in the list: -2 | 1 | -1 | 3 | -20 | 5 | -8 | -5 | 0.99

# Going on with the list.
SMILES,beta cell repl,mIAP inh,A3A deaminase,hIAP block,tim10-1 inh,NALP3 yeast inh,APOBEC3G inh,TIM10 inh,mIAP activ
O=C(CSc1cn(CCNC(=O)c2ccc3ccccc3c2)c2ccccc12)NCc1ccco1,-7,0,-6,3,30,20,-6,18,1
COCCNS(=O)(=O)c1ccc2c(c1)Cc1cc(S(=O)(=O)NCCOC)ccc1-2,-2,6,-6,2,-28,14,-8,-13,0.94
CCC(C)(C)n1nnnc1C(c1ccc2ncccc2c1)N1CCCC(C)C1 (stereo not given),1,6,0,6,40,14,-3,21,0.94
O=C(NCCCn1ccnc1)Nc1ccc(Cl)c(Cl)c1,0,-28,-1,-23,21,11,-10,-2,1.3
CCC(C)NC(=O)CNC(=S)N(Cc1ccc(F)cc1)C1CCCCC1 (stereo not given),2,4,0,2,22,1,-1,32,0.96
COc1cccc(NC2=NCCCCC2)c1,7,4,-2,4,-6,13,-11,7,0.96
c1ccc(-c2csc3ncnc(-n4cnc5ccccc54)c23)cc1,2,6,-1,2,42*,5,-1,23,0.94
COC(=O)c1ccc(CSc2nc3ccccc3c(=O)n2-c2ccc(OC)c(OC)c2)o1,-2,-1,-2,-7,34,17,-3,28,1
Cc1ccc(S(=O)(=O)N(C)CC(=O)Nc2ccc(C)cn2)cc1,3,1,-1,2,-14,26,-6,-12,0.99
O=C(COc1ccccc1Cl)Nc1ccc(S(=O)(=O)N2CCOCC2)cc1,0,-4,-1,0,33,1,-2,11,1
CCOCCCNC(=O)c1c(C)[nH]c(C(=O)OCC)c1C,3,6,-2,9,2,-12,-6,-2,0.94
O=C(CNC(=O)c1ccc(N2CCCC2=O)cc1)Nc1ccc(F)c(F)c1F,-3,2,-4,15,-7,-3,-6,-15,0.98
Cc1ccc2oc(C(=O)N3CCN(Cc4ncccc4C)CC3)c(C)c2c1,4,4,0,0,41*,16,-4,27,0.96
COc1ccc(NC(=O)C2CCC(=O)N2)cc1 (stereo not given),-1,3,-4,-17,4,2,-7,9,0.97
COc1ccc(/C=C/c2nc(S(=O)(=O)c3ccccc3)c(N(C)C)o2)cc1,-2,0,-6,18,15,10,-4,-6,1
CC1CCN(S(=O)(=O)c2ccc3ccccc3c2)CC1,-2,8,0,22,44*,6,-2,-1,0.92
COc1ccc(-c2oc3cc(O)c(OC)c(O)c3c(=O)c2OC)cc1,5,-3,-5,17,12,17,-9,-2,1
C[C@H](CO)N1C[C@H](C)[C@@H](CN(C)Cc2ccc3c(c2)OCO3)Oc2c(NS(=O)(=O)c3cn(C)cn3)cccc2C1=O,-2,8,-4,-19,1,-7,-7,-4,0.93
CCNC(=S)NNC(=O)c1cc(Br)cs1,-1,-6,-2,-27,2,12,-2,-7,1.1
COc1ccc(N(CC(=O)NC2CCCCCC2)S(=O)(=O)c2c(C)nn(C)c2C)cc1,-2,8,-2,2,13,7,-8,12,0.92
CC(C)(C)NC(=O)NCCc1ccccc1,0,-3,-2,2,-1,8,-3,14,1
CCCS(=O)(=O)N1CCC(C(=O)Oc2ccc(OC)cc2)CC1,-3,-6,-7,-16,26,23,1,4,1.1
CN(C)c1ccc(NC(=O)CSc2nc(C3CC3)nc3ccccc23)cc1,1,-3,-6,21,-1,17,-14,10,1
c1cc2c(cc1C1CCCN1)OCCCO2 (stereo not given),1,-1,-2,11,10,4,-5,-26,1
CCCN1C2CCCC1CC(NC(=S)NCCCOCC)C2 (stereo not given),0,8,0,7,-8,8,-6,-5,0.92
COc1ccc(NC(=O)c2cccc3c2C(=O)N(CC2CCCO2)C3)cc1OC (stereo not given),1,6,-3,11,20,-2,-6,-1,0.94
CCN(CC)S(=O)(=O)c1cccc(C(=O)N[C@H](C(=O)OCC(=O)Nc2ccccc2)C(C)C)c1,-2,0,1,16,17,7,-1,13,1
COc1cc(C=O)ccc1OCc1ccncc1,-3,1,3,-12,15,11,-6,13,0.99
CCCn1c(SCc2ccccn2)nc2c1c(=O)n(C)c(=O)n2C,1,6,1,-10,19,11,-6,19,0.94
Cc1cc(C)cc(N(C(=O)c2snc(C(N)=O)c2N)C(C(=O)NCC2CCCO2)c2ccc(C)o2)c1 (stereo not given),-1,8,1,11,7,21,-3,5,0.92
O=C1C2C3c4ccccc4C(c4ccccc43)C2c2nc3ccccc3n21 (stereo not given),-4,0,1,-5,1,-20,-3,-5,1
Cc1ccc(S(=O)(=O)NC(N)=NCCc2ccc(Cl)cc2)cc1C,-3,-12,-1,-10,-2,6,-4,6,1.1
CCOc1ccc(N2CC(C(=O)Nc3ccc4c(c3)OCO4)CC2=O)cc1 (stereo not given),-3,0,1,-8,13,15,-3,4,1
Brc1ccc2ncnc(Nc3ccc(N4CCOCC4)cc3)c2c1,0,-11,-5,-3,17,29,1,13,1.1
COc1cc(C(c2c(O)nc(SC)[nH]c2=O)c2c(O)nc(SC)[nH]c2=O)cc(OC)c1OC,-2,-15,-5,-3,-10,15,-5,-5,1.2
CN(C)c1ccc(/C=N/NC(=O)C[n+]2ccccc2)cc1,0,1,-5,-8,5,-6,-7,-17,0.99
CN1CC[C@]23c4ccccc4N[C@H]1[C@]21CCN(C)[C@H]3Nc2ccccc21,-1,2,-5,22,11,8,-5,-1,0.98
CCOC(=O)c1cccc(C2=CC(=O)CC(C)(C)C2)c1,-1,4,-3,0,9,14,-8,-3,0.96
O=C(Cn1c(=O)oc2cc(S(=O)(=O)N3CCCC3)ccc21)NC1CCCCC1,2,9,22,12,10,16,12,9,0.91
CCOC(=O)C1(C)NC(c2ccccc2F)C2C(=O)N(CC)C(=O)C21 (stereo not given),2,-8,4,13,17,-13,-3,7,1.1
COc1ccc(NC(=S)N(CCC(C)C)C(C)c2ccncc2)cc1 (stereo not given),-2,3,5,-11,10,-4,-3,-18,0.97
CCNC(=S)Nc1ccc(N2CCCCC2)cc1,-3,-2,-5,-13,3,0,-11,8,1
